hIAP block: blocks human intestinal alkaline phosphatase; P09923; purified IAP, CDP-Star luminescence, 30 min; inhibition, % at 10 µM; 330,000 tested, 0.12% active; AID 2544;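 active = inhibition reaching a set limit with compound at 10 µM in the primary screen, cut at about 35% in these data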;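 also: plate controls were DMSO wells with enzyme for no effect and no-enzyme buffer wells for full effect; values of inactives mirror those of a sister screen read the other way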
Target sequence (P09923 whole entry, looked up): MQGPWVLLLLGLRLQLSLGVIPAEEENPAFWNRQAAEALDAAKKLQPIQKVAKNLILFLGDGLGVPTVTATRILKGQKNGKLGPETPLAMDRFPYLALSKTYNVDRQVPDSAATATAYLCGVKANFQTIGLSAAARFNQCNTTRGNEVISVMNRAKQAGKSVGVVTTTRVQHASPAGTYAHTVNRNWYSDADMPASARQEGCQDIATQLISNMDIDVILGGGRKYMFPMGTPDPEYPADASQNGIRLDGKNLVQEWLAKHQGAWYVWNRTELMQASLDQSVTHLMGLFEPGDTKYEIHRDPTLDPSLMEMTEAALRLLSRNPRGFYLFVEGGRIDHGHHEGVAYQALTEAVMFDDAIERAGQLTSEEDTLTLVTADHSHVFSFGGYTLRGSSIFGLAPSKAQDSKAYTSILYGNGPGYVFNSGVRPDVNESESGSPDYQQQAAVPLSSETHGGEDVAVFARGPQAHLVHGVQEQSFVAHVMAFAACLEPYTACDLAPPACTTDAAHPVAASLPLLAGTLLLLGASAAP
mIAP block: mouse IAP inhibition. purified mouse IAP, CDP-Star luminescence, 30 min. inhibition, % at 10 µM. 330,000 tested, 0.2% active. AID 2806;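 active = inhibition of at least 40% at 10 µM in the primary screen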;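 also: plate controls were DMSO with enzyme for no effect and no enzyme wells for full effect; values of inactives mirror those of a sister screen read the other way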
hIAP act: increases human intestinal alkaline phosphatase activity; P09923; purified human IAP, CDP-Star luminescence, 30 min; active compounds read high; 1 = vehicle-only enzyme, 0 = enzyme-free background; 330,000 tested, 0.16% active; AID 2524; activation factor at 10 µM;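 active = activation factor of the enzyme at least 2-fold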; also: the source names both 10 and 20 µM as test concentration; values of inactives mirror those of a sister screen read the other way
mIAP act: increases mouse intestinal alkaline phosphatase activity | activation factor at 10 µM | AID 2805 | 330,000 tested, 0.24% active | muIAP, CDP-Star luminescence, 30 min; active compounds read high; 1 = vehicle-only enzyme signal, 0 = enzyme-free wells;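 active = activation factor of at least 2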; also: the source names both 10 and 20 µM as test concentration; values of inactives mirror those of a sister screen read the other way
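System: mouse IAP enzyme. Reagent: CDP-Star chemiluminescent phosphatase substrate. Benchmarks: DMSO wells, no-enzyme wells. Times: 30 min enzyme-substrate-compound incubation at room temperature. Detection: luminescence from enzymatic CDP-Star hydrolysis. Doses: test compounds delivered from DMSO solution.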
TIM10 inh: inhibits growth of TIM10 yeast strain | S. cerevisiae TIM10 strain growth, BacTiter-Glo luminescence, 24 h | 330,000 tested, 1.4% active | AID 463195 | inhibition, % at 10 µM;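 active = inhibition of 40% or more at the single tested concentration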;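 also: wild-type TIM10 isogenic control strain grown at permissive 25 °C; 0% = DMSO yeast wells and 100% = minimal medium wells without yeast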
ATG4B inh: ATG4B (human) cysteine protease inhibition; ATG4B cleavage of LC3-PLA2, NBD-HPC fluorescence, 1 h; inhibition, % at 8.33 µM; Q9Y4P1; 340,000 tested, 0.51% active; in the data active = inhibition above about 40%
Target sequence (Q9Y4P1 whole entry, looked up): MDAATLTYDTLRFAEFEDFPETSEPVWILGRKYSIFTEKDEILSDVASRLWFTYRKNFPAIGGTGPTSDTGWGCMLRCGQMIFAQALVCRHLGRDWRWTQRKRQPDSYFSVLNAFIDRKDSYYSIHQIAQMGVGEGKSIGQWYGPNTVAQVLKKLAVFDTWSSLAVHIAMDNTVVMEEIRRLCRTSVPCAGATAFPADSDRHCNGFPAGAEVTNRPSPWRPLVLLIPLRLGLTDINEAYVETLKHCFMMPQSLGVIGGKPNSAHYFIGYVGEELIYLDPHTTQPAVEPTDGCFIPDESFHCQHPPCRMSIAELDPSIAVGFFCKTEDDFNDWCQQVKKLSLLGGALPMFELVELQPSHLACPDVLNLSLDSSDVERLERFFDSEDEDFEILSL
NLRP3 yeast inh: blocks the NALP3 inflammasome reconstituted in yeast; 330,000 tested, 0.39% active; Yeast reconstituted NLRP3/ASC/caspase-1, beta-gal luminescence, 24 h; inhibition, % at 10 µM; AID 2825;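 active = inhibition of 50% or more; inactive = inhibition below 50%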;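 also: plate controls were induced DMSO wells for no effect and uninduced yeast grown without galactose for full effect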
tim10-1 inh: tim10-1 yeast growth inhibition; S. cerevisiae tim10-1 ts strain growth, BacTiter-Glo, 24 h; inhibition, % at 20 µM; 330,000 tested, 2.2% active;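 active = inhibition of at least 40%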;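 also: mutant grown at 25 °C; 0% = DMSO wells with yeast and 100% = wells holding no yeast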
Apaf-1 inh: blocks human Apaf-1 apoptosome activity | O14727 | reconstituted apoptosome caspase-3 activity, DEVD-Rh110 fluorescence | inhibition, % at 20 µM | 330,000 tested, 0.71% active | AID 489030; active = inhibition of at least 40% at 20 µM;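 also: plate controls were DMSO wells for no effect and DEVD-CHO caspase inhibitor wells for full effect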
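Assay system – apoptosome proteins · Medium – Hepes buffer, pH 7.5 · Also added – cytochrome c with DEVD-Rh110 · Timing – 30 min compound preincubation, 50 min activation, room temperature · Detection – Rh110 fluorescence, excitation 480 nm, emission 540 nm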
* = called active by the depositor.

Field names – A = hIAP block; B = mIAP block; C = hIAP act; D = mIAP act; E = TIM10 inh; F = ATG4B inh; G = NLRP3 yeast inh; H = tim10-1 inh; I = Apaf-1 inh
Compound: Cc1ccsc1C(=O)OCC(=O)NC1CCS(=O)(=O)C1 (stereo not given)
  A = 5	B = -2	C = 0.95	D = 1	E = 2	F = 2	G = 12	H = 13	I = 10

Compound: CCc1nnc(NC(=O)CCC(=O)NCCc2ccc(OC)c(OC)c2)s1
  A = 9	B = -6	C = 0.91	D = 1.1	E = -5	F = 29	G = 9	H = 17	I = 7

Compound: O=C1C(Cl)=C(NCCCN2CCOCC2)C(=O)N1CCc1ccccc1
  A = 14	B = 15	C = 0.86	D = 0.85	E = -52	F = -1	G = 6	H = -54	I = -5

Compound: CC(C)NC(=O)NC(=O)COc1ncnc2sccc12
  A = -2	B = 6	C = 1	D = 0.94	E = -15	F = -8	G = 19	H = 9	I = 6

Compound: O=S(=O)(c1ccc(F)cc1)N1CCN(c2nc(-c3ccc(F)cc3)cs2)CC1
  A = -7	B = 9	C = 1.1	D = 0.91	E = 13	F = -15	G = 11	H = 16	I = -5

Compound: CCOc1cccc(C(=O)NC(=S)Nc2cccnc2)c1
  A = -7	B = 4	C = 1.1	D = 0.96	E = -9	F = -5	G = 11	H = 19	I = 11

Compound: COc1ccc(-n2c(-c3ccc(Br)cc3)n[nH]c2=S)cc1
  A = 19	B = -3	C = 0.81	D = 1	E = 8	F = 6	G = 18	H = 28	I = 9

Compound: O=C(NCc1ccccc1Cl)c1ccc(Br)o1
  A = 0	B = -3	C = 1	D = 1	E = 12	F = -25	G = -35	H = 16	I = -10

Compound: COc1ccccc1C(CNC(=O)CCNC(=O)c1ccccc1Cl)N1CCCC1 (stereo not given)
  A = 8	B = 12	C = 0.92	D = 0.88	E = 11	F = 0	G = 16	H = -5	I = -3

Compound: CCn1cc([N+](=O)[O-])c(C(=O)Nc2nc(-c3ccc(C)cc3)c(C)s2)n1
  A = 11	B = 6	C = 0.89	D = 0.94	E = -4	F = -6	G = 13	H = -1	I = -16

Compound: O=C(Cn1c(NCCO)nc2ccccc21)Nc1cccc(S(=O)(=O)N2CCCC2)c1
  A = -16	B = 2	C = 1.2	D = 0.98	E = 4	F = -4	G = 1	H = 9	I = 11

Compound: O=C(Nc1cccc(-c2nnc(-c3ccco3)o2)c1)c1ccccc1
  A = 10	B = 7	C = 0.9	D = 0.93	E = 21	F = -1	G = 28	H = -14	I = 8

Compound: CCNc1nc(Cl)nc(NC2CCCCC2)n1
  A = 2	B = -3	C = 0.98	D = 1	E = -3	F = -3	G = 9	H = 6	I = 2

Compound: O=C(CCN1C(=O)S/C(=C/c2ccc(F)cc2)C1=O)Nc1ccc(O)c(C(=O)O)c1
  A = 3	B = 3	C = 0.97	D = 0.97	E = 24	F = -5	G = 20	H = 28	I = 4

Compound: Cc1oc2cc(Br)c(O)c(Br)c2c1C(=O)c1ccccc1
  A = -4	B = 1	C = 1	D = 0.99	E = 7	F = 4	G = -43	H = 42*	I = 15

Compound: O=[N+]([O-])CC(=Nc1ccc(Cl)cc1)N/N=C\c1oc(O)c2ccccc12
  A = 14	B = 14	C = 0.86	D = 0.86	E = 6	F = 9	G = 5	H = 16	I = 22

Compound: COc1ccccc1N1C(=O)S/C(=C\c2ccc(C)s2)C1=O
  A = -9	B = 10	C = 1.1	D = 0.9	E = 2	F = 3	G = 18	H = 10	I = -10

Compound: Cc1cc(C)cc(OCC(=O)Nc2ccc3c(c2)OCCO3)c1
  A = 10	B = -5	C = 0.9	D = 1	E = -12	F = -4	G = 20	H = -16	I = 4

Compound: O=C(COC(=O)c1cc(S(=O)(=O)N2CCOCC2)ccc1Cl)NCCc1ccccc1
  A = -1	B = 3	C = 1	D = 0.97	E = 7	F = -11	G = 24	H = 23	I = 6

Compound: COc1ccccc1C(C)NC(=O)CCNC(=O)c1ccc(Cl)cc1 (stereo not given)
  A = -3	B = -13	C = 1	D = 1.1	E = 2	F = -9	G = 13	H = 17	I = 10

Compound: CCOc1cccc(N(C(=O)CCC(=O)Nc2cc(C)on2)C(C(=O)NC(C)(C)C)c2ccc(OC)cc2)c1 (stereo not given)
  A = 8	B = -2	C = 0.92	D = 1	E = -10	F = -16	G = -9	H = 11	I = 12

Compound: CCCCCN(C(=O)CCC(=O)OCC(=O)N(CC)C1CCCCC1)c1c(N)n(CCCC)c(=O)[nH]c1=O
  A = -27	B = -9	C = 1.3	D = 1.1	E = 10	F = -9	G = 17	H = -2	I = 0

Compound: CCS(=O)(=O)N1CCN(c2ncnc3sc(C)c(C)c23)CC1
  A = -8	B = -3	C = 1.1	D = 1	E = -3	F = 4	G = 9	H = 12	I = -2

Compound: Cc1nn(Cc2ccccc2)c(Cl)c1C(=O)OC(C)C#N (stereo not given)
  A = 8	B = -1	C = 0.92	D = 1	E = 9	F = -7	G = 5	H = -1	I = -16

Compound: CCOc1ccc(N2C(=O)CC(N3CCc4ccccc43)C2=O)cc1 (stereo not given)
  A = -8	B = 11	C = 1.1	D = 0.89	E = -2	F = -9	G = 8	H = 7	I = -2

2 of these compounds, set out differently.
Screens in order: hIAP block | mIAP block | hIAP act | mIAP act | TIM10 inh | ATG4B inh | NLRP3 yeast inh | tim10-1 inh | Apaf-1 inh
COc1ccccc1C(CNC(=O)CCNC(=O)c1ccccc1Cl)N1CCCC1 (stereo not given)
→ 8 | 12 | 0.92 | 0.88 | 11 | 0 | 16 | -5 | -3
CCn1cc([N+](=O)[O-])c(C(=O)Nc2nc(-c3ccc(C)cc3)c(C)s2)n1
→ 11 | 6 | 0.89 | 0.94 | -4 | -6 | 13 | -1 | -16

Entries of single compounds from above:
Entry for `O=S(=O)(c1ccc(F)cc1)N1CCN(c2nc(-c3ccc(F)cc3)cs2)CC1` : hIAP block: -7; mIAP block: 9; hIAP act: 1.1; mIAP act: 0.91; TIM10 inh: 13; ATG4B inh: -15; NLRP3 yeast inh: 11; tim10-1 inh: 16; Apaf-1 inh: -5
Entry for `CCn1cc([N+](=O)[O-])c(C(=O)Nc2nc(-c3ccc(C)cc3)c(C)s2)n1` : hIAP block: 11; mIAP block: 6; hIAP act: 0.89; mIAP act: 0.94; TIM10 inh: -4; ATG4B inh: -6; NLRP3 yeast inh: 13; tim10-1 inh: -1; Apaf-1 inh: -16

(further entries)
Field names – A = hIAP block; B = mIAP block; C = hIAP act; D = mIAP act; E = TIM10 inh; F = ATG4B inh; G = NLRP3 yeast inh; H = tim10-1 inh; I = Apaf-1 inh
Compound: COc1ccc(-n2cc(-c3ccc(Br)cc3)[nH]c2=S)cc1
  A = 10	B = 2	C = 0.9	D = 0.97	E = 4	F = 0	G = 16	H = 9	I = 4

Compound: C[C@@H]1C[C@@H]2O[C@H]2/C=C\C=C\C(=O)Cc2c(Cl)c(O)cc(O)c2C(=O)O1
  A = 0	B = 12	C = 1	D = 0.88	E = -110	F = -3	G = 53*	H = -125	I = -21

Compound: Cc1ccc(-c2nnc(N3CCN(C(=O)c4ccco4)CC3)c3ccccc23)cc1
  A = 6	B = 5	C = 0.94	D = 0.95	E = 53*	F = 6	G = 25	H = 61*	I = 7

Compound: CCc1cc2ccc(OC)cc2nc1SCC(=O)NNC(=O)c1ccco1
  A = -50	B = 7	C = 1.5	D = 0.93	E = 26	F = 2	G = 12	H = 43*	I = 0

Compound: Cc1[nH]c2ccccc2c1/C=N/NC(=O)c1cccc(F)c1
  A = -5	B = 1	C = 1.1	D = 0.99	E = 17	F = 7	G = 18	H = 5	I = 2

Compound: O=C(Nc1cccc(Cl)c1)N1CCN(Cc2ccccc2)CC1
  A = -20	B = 0	C = 1.2	D = 1	E = 5	F = 1	G = 15	H = 11	I = -3

Compound: O=C(CCn1c(=S)[nH]c2ccccc2c1=O)Nc1cccc(Cl)c1
  A = -21	B = 13	C = 1.2	D = 0.87	E = 5	F = -4	G = 2	H = 10	I = 1

Compound: Cc1cc(C)c2c(c1)-c1cc(C)nn1C(c1ccc3c(c1)OCO3)N2 (stereo not given)
  A = -3	B = -1	C = 1	D = 1	E = 19	F = -4	G = 18	H = 19	I = 14

Compound: CCOC(=O)C1CCN(C(=O)Cn2nc(C)c3c(C)n(-c4ccccc4)nc3c2=O)CC1
  A = -23	B = -5	C = 1.2	D = 1.1	E = 5	F = 1	G = 8	H = 27	I = -10

Compound: CC(CC(=O)O)CC1=NS(=O)(=O)c2ccccc2N1 (stereo not given)
  A = -10	B = 3	C = 1.1	D = 0.97	E = -8	F = -3	G = -3	H = 3	I = -3

Compound: O=C(NC(=S)Nc1cccc(Cl)c1Cl)C1CC1
  A = 5	B = 4	C = 0.95	D = 0.96	E = 41*	F = 0	G = 21	H = 43*	I = 5

Compound: CCOC(=O)C1=C(CN2CCN(C(=O)c3ccco3)CC2)NC(=O)NC1c1ccc(OC(C)C)cc1 (stereo not given)
  A = 11	B = -6	C = 0.89	D = 1.1	E = 19	F = 6	G = 10	H = 7	I = 14

Compound: C=CCN(C(=O)c1csnn1)C(C(=O)NCc1ccccc1)c1ccccc1F (stereo not given)
  A = -20	B = 4	C = 1.2	D = 0.96	E = 11	F = -3	G = 13	H = 10	I = 0

Compound: O=C(O)C1(Cc2nc3ccccc3[nH]2)CCCC1
  A = 8	B = 4	C = 0.92	D = 0.96	E = 6	F = -11	G = 4	H = 7	I = -14

Compound: O=C(CSc1nncs1)NC(=O)NCc1ccco1
  A = 4	B = -1	C = 0.96	D = 1	E = 2	F = -4	G = 24	H = -7	I = -12

Compound: O=C(O)CCc1ccc(-c2ccccc2)n1CC1CCCO1 (stereo not given)
  A = 9	B = 1	C = 0.91	D = 0.99	E = 2	F = -7	G = 6	H = 0	I = 2

Compound: COc1ccc(C2/C(=C(\O)c3ccc4c(c3)OCCO4)C(=O)C(=O)N2Cc2cccnc2)cc1OC (stereo not given)
  A = -52	B = -2	C = 1.5	D = 1	E = -10	F = 6	G = 10	H = -9	I = -4

Compound: CCN(CC(=O)NCc1cccs1)c1ccc(S(=O)(=O)N2CCOCC2)cn1
  A = -13	B = 7	C = 1.1	D = 0.93	E = -13	F = 6	G = 13	H = 4	I = 1

Compound: COc1ccc(NC(=O)CON=CC(=O)Nc2ccc(C)cc2)c(OC)c1
  A = -5	B = 1	C = 1.1	D = 0.99	E = -2	F = -4	G = 18	H = -3	I = -5

Compound: Cc1ccc(CNC(=O)Cn2nnc3ccccc3c2=O)cc1
  A = -10	B = 1	C = 1.1	D = 0.99	E = -19	F = -3	G = 12	H = -3	I = 0

Compound: COc1cccc(CNC(=O)CCS(=O)(=O)c2ccc3c(c2)NC(=O)CS3)c1
  A = 6	B = 3	C = 0.94	D = 0.97	E = -6	F = -8	G = -1	H = 5	I = -11

Compound: Cc1ccc(-n2c(C)nc3c(cnn3-c3ccc(C)c(C)c3)c2=O)cc1C
  A = 8	B = -10	C = 0.92	D = 1.1	E = 23	F = -4	G = 13	H = 25	I = 31

Compound: O=C(CN(C(=O)Cn1nnc(-c2ccccc2F)n1)c1cnc2ccccc2c1)NCC1CCCO1 (stereo not given)
  A = -11	B = 6	C = 1.1	D = 0.94	E = 8	F = -6	G = 8	H = 17	I = -8

Screening results: PubChem BioAssay, Sanford-Burnham Center for Chemical Genomics
